Source: PubChem BioAssay
GLD-1 TGE inh – GLD-1-TGE RNA interaction inhibition (C. elegans); Q17339; purified GLD-1 + fluorescein TGE RNA, fluorescence polarization; inhibition, % at 5.96 µM; actives 0.44% (n = 320,000);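 active = percent inhibition above a per-plate cutoff, the plate mean of test compounds plus 3 SD, cut at about 30% in these data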;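 also: 0% = DMSO wells with GLD-1 and probe and 100% = wells lacking GLD-1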
CIT2-GFP yeast – yeast TOR pathway CIT2-GFP modulation. actives 0.065% (n = 320,000). GFP response vs DMSO, % at 10 µM. S. cerevisiae CIT2-GFP strain, flow cytometry, 3 h; 100 means same as DMSO wells;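 active = GFP response relative to DMSO above a set limit, near the screen mean plus 3 SD, cut at about 150% in these data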;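 also: ratio of well median GFP fluorescence to mean of DMSO wells on the plate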
MEX-5 binding – C. elegans MEX-5 TCR-2 RNA binding activity; MEX-5/FITC-TCR2 RNA binding, fluorescence polarization; stronger effect = lower value; actives 0.38% (n = 300,000); activity score (negative = inhibition of binding), % at 10 µM;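 active = inhibition past about -25% in most replicates, and total fluorescence under double the plate's negative control median, limit read from the data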;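 also: 0% = DMSO and -100% = 5 µM competing unlabeled TCR2 RNA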
AGP1 TOR yeast – modulators of TOR pathway AGP1-GFP in S. cerevisiae; S. cerevisiae AGP1-GFP multiplex flow cytometry, 3 h; GFP as percent of DMSO wells; GFP response vs DMSO, % at 10 µM; actives 0.02% (n = 320,000); AID 2066;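 active = GFP response relative to DMSO above a set limit, near screen average plus 3 SD, cut at about 150% in these data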;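 also: median GFP channel fluorescence of the gated AGP1 strain per well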
MCL1-BIM inh – disrupts human MCL1 binding to BIM-BH3 peptide; GST-MCL1 / FITC-Bim-BH3 fluorescence polarization; inhibition, % at 10.9 µM; actives 0.68% (n = 320,000); AID 2057;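 active = inhibition above the mean inhibition of all tested compounds plus 3 SD, set per campaign, cut at about 40% in these data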;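 also: 0% = DMSO wells and 100% = unlabeled Bim-BH3 peptide control; higher means more loss of mP so more displacement of Bim peptide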
Target sequence (Q07820 whole entry, looked up): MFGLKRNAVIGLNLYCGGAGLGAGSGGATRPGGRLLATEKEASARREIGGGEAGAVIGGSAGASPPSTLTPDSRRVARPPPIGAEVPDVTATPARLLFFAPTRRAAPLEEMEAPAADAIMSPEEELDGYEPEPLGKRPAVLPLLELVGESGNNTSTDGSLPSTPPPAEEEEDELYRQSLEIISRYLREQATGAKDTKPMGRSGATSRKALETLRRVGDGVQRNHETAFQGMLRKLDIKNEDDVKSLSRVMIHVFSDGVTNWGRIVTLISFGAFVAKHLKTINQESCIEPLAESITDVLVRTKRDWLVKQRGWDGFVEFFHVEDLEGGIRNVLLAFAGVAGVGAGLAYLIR
GRK2 inh – blocks RNA aptamer binding to human GRK2 | inhibition of aptamer binding, % at 10 µM | AID 488847 | actives 0.59% (n = 330,000) | P25098 | bead flow cytometry, FAM-aptamer displacement from GRK2;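 active = inhibition of aptamer binding above 40%, roughly 3 SD of noise, on plates passing a quality check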;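 also: median bead fluorescence of bound FAM aptamer so fluorescent compounds give negative values; no value below 0 was filed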
Target sequence (P25098 whole entry, looked up): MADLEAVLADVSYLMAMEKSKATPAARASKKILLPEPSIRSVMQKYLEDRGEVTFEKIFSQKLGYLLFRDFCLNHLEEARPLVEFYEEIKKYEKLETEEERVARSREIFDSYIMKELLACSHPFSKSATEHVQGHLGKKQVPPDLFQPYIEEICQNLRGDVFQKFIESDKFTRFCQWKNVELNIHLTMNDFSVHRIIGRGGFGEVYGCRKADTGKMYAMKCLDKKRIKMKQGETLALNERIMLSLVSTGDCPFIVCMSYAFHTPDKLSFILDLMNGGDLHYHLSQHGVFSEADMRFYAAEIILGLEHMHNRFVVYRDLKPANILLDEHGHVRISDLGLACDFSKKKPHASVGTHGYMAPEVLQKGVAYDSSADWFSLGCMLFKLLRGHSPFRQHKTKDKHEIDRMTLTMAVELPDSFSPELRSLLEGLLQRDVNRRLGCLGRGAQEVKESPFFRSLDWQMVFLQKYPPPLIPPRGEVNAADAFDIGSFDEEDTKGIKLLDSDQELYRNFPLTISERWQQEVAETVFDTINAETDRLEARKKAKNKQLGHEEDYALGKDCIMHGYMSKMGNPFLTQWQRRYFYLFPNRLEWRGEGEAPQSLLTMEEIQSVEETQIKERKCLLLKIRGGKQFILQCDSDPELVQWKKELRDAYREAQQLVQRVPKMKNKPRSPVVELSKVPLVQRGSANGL
VLA-4 inh – inhibition in a human VLA-4 binding assay; actives 0.2% (n = 330,000); inhibition, % (about 7 µM as worked out from the volumes in the protocol); VLA-4 expressing cells, ligand binding flow cytometry; P13612; in the data active = inhibition above about 50%
Fam108B inh – Fam108B inhibition, counter-screen for RBBP9 inhibitors; recombinant Fam108B, FP-Rh probe fluorescence polarization; inhibition, % at 9.51 µM; actives 0.33% (n = 300,000); AID 1947;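 active = inhibition above the screen mean inhibition plus 3 SD, computed separately per campaign, cut at about 18% in these data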;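 also: inhibitors lower polarization as less probe binds the enzyme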
BCLXL inh – inhibitors of human Bcl-xL; GST-Bcl-xL / FITC-Bim BH3 peptide fluorescence polarization; inhibition, % at 10.9 µM; actives 0.7% (n = 320,000); AID 2129;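 active = inhibition above the mean of all tested compounds plus 3 SD, cutoff set per campaign, cut at about 30% in these data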;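 also: 0% = DMSO wells and 100% = unlabeled Bim-BH3 peptide competitor; inhibitors lower millipolarization by displacing the labeled peptide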
Active calls of the source: *; nt = no result given.

Molecule	GLD-1 TGE inh	CIT2-GFP yeast	MEX-5 binding	AGP1 TOR yeast	MCL1-BIM inh	GRK2 inh	VLA-4 inh	Fam108B inh	BCLXL inh
CCC(C)NC(=O)NC(=O)N(C1CCCCC1)S(C)(=O)=O (centres undefined)	6	100	-1.2	99	-7	4	12	0	0
CCOC(=O)C(N)CSC1CC(=O)N(c2ccc(C(=O)OC)cc2)C1=O (centres undefined)	5	106	-0.5	106	13	0	11	-2	3
Cn1nccc1C(=O)N1CCN(C23CC4CC(CC(C4)C2)C3)CC1	6	100	1.5	99	2	2	17	4	2
NC1=NC[C@H](c2ccccc2)N1CCCCC1CCCCC1	2	126	-3.4	95	-3	0	-3	-3	2
Cc1ccc(C(=O)NCC(=O)OCc2csc(-c3ccccc3)n2)cc1	-2	87	-0.7	92	-18	5	9	1	-6
Cc1ccc(NC(=S)N2CCN(c3nccc(C(F)(F)F)n3)CC2)c(C)c1	0	99	0.9	102	13	0	-2	0	4
CCOc1ccccc1N1CCN(CC(=O)NCCc2ccc(S(N)(=O)=O)cc2)CC1	0	nt	-1.0	82	0	0	-3	3	3
CN(C)C(CNC(=O)c1cc(S(=O)(=O)N(C)c2ccccc2)ccc1Cl)c1cccs1 (centres undefined)	4	98	-0.9	102	7	1	0	2	3
CSc1nsc(/C=C/Nc2ccc(F)cc2F)c1C#N	-10	99	0.0	97	-79	98*	-1	0	-25
Cc1nn(Cc2ccc(Cl)cc2Cl)c(C)c1NC(=O)Cn1nc([N+](=O)[O-])c(Cl)c1C	-1	100	0.9	108	-1	3	-4	-1	5
COc1cccc(OCC(=O)Nc2cc(NC(=O)COc3cccc(OC)c3)cc(C(=O)O)c2)c1	4	103	-3.0	101	3	2	4	-5	12
CCOC(=O)Cn1c(=NC(=O)CN2C(=O)CCC2=O)sc2cc(S(N)(=O)=O)ccc21	6	104	0.5	106	2	2	-3	0	9
O=C(O)CCSc1nnc(-c2ccncc2)n1-c1ccccc1	-2	98	0.8	97	-4	0	0	4	5
Cc1ccc2c(ccn3cc4c(c(=O)n(C)c(=O)n4C)c23)c1	6	100	0.2	94	-4	0	23	3	2
O=C(Nc1ccccc1-c1ccccc1)NC1CC2CCCC(C1)N2Cc1ccc(F)cc1 (centres undefined)	-2	95	-0.2	95	-10	7	19	-6	-16
O=C(Nc1nc(-c2ccc(Cl)s2)cs1)c1cccs1	-5	86	3.0	94	-4	2	8	-13	-1
CC1CC(C)CN(C(=O)CCNC(=O)c2ccccc2Cl)C1 (centres undefined)	nt	96	-1.1	94	nt	0	28	nt	nt
CCCn1nc2cc(C(=O)NC3CCc4ccccc43)ccc2c1OCC (centres undefined)	-7	nt	2.5	nt	-1	nt	nt	-1	0
O=C(CN(C(=O)C1CSC(=O)C1)c1cccc(F)c1)NC1CCCC1 (centres undefined)	0	97	-1.6	101	-5	0	6	-2	1
CCOc1ccc(NC(=O)c2ccc(CNc3c(N4CCCC4)c(=O)c3=O)cc2)cc1	4	88	-2.2	96	-1	3	2	0	5
COc1ccc(C2Nc3ccccc3C(=O)N2Cc2ccco2)cc1COc1ccc(NC(C)=O)cc1 (centres undefined)	1	105	0.8	108	2	2	-3	0	1
Cn1c(=O)c2sccc2n2c(CCCC(=O)N3CCCCC3)nnc12	-1	104	0.8	108	4	2	35	1	1
O=C(Cc1ccccc1)NCCc1ccc(Cl)cc1Cl	-4	84	-0.3	90	-17	2	10	-9	-7
Cc1cccc(NC(=O)N2CCCCCC2)c1C	2	98	-2.7	102	-2	1	-2	-1	-3

Shown with two lines to a compound: 13 of the compounds above.
Below each SMILES: GLD-1 TGE inh | CIT2-GFP yeast | MEX-5 binding | AGP1 TOR yeast | MCL1-BIM inh | GRK2 inh | VLA-4 inh | Fam108B inh | BCLXL inh
CSc1nsc(/C=C/Nc2ccc(F)cc2F)c1C#N
 : -10 | 99 | 0.0 | 97 | -79 | 98* | -1 | 0 | -25
Cc1nn(Cc2ccc(Cl)cc2Cl)c(C)c1NC(=O)Cn1nc([N+](=O)[O-])c(Cl)c1C
 : -1 | 100 | 0.9 | 108 | -1 | 3 | -4 | -1 | 5
COc1cccc(OCC(=O)Nc2cc(NC(=O)COc3cccc(OC)c3)cc(C(=O)O)c2)c1
 : 4 | 103 | -3.0 | 101 | 3 | 2 | 4 | -5 | 12
CCOC(=O)Cn1c(=NC(=O)CN2C(=O)CCC2=O)sc2cc(S(N)(=O)=O)ccc21
 : 6 | 104 | 0.5 | 106 | 2 | 2 | -3 | 0 | 9
O=C(O)CCSc1nnc(-c2ccncc2)n1-c1ccccc1
 : -2 | 98 | 0.8 | 97 | -4 | 0 | 0 | 4 | 5
Cc1ccc2c(ccn3cc4c(c(=O)n(C)c(=O)n4C)c23)c1
 : 6 | 100 | 0.2 | 94 | -4 | 0 | 23 | 3 | 2
O=C(Nc1ccccc1-c1ccccc1)NC1CC2CCCC(C1)N2Cc1ccc(F)cc1 (centres undefined)
 : -2 | 95 | -0.2 | 95 | -10 | 7 | 19 | -6 | -16
O=C(Nc1nc(-c2ccc(Cl)s2)cs1)c1cccs1
 : -5 | 86 | 3.0 | 94 | -4 | 2 | 8 | -13 | -1
CC1CC(C)CN(C(=O)CCNC(=O)c2ccccc2Cl)C1 (centres undefined)
 : nt | 96 | -1.1 | 94 | nt | 0 | 28 | nt | nt
CCCn1nc2cc(C(=O)NC3CCc4ccccc43)ccc2c1OCC (centres undefined)
 : -7 | nt | 2.5 | nt | -1 | nt | nt | -1 | 0
O=C(CN(C(=O)C1CSC(=O)C1)c1cccc(F)c1)NC1CCCC1 (centres undefined)
 : 0 | 97 | -1.6 | 101 | -5 | 0 | 6 | -2 | 1
CCOc1ccc(NC(=O)c2ccc(CNc3c(N4CCCC4)c(=O)c3=O)cc2)cc1
 : 4 | 88 | -2.2 | 96 | -1 | 3 | 2 | 0 | 5
COc1ccc(C2Nc3ccccc3C(=O)N2Cc2ccco2)cc1COc1ccc(NC(C)=O)cc1 (centres undefined)
 : 1 | 105 | 0.8 | 108 | 2 | 2 | -3 | 0 | 1

Later entries.
Molecule	GLD-1 TGE inh	CIT2-GFP yeast	MEX-5 binding	AGP1 TOR yeast	MCL1-BIM inh	GRK2 inh	VLA-4 inh	Fam108B inh	BCLXL inh
CCOC(=O)c1nnn(-c2nonc2N)c1CNc1ccccc1	0	91	1.3	96	2	4	-3	1	4
COc1ccc(OC)c(C(=O)COC(=O)COc2ccccc2)c1	-3	112	nt	100	nt	4	-5	nt	nt
Cc1ccc(Cl)cc1NC(=O)C1CC(=O)Nc2ncnn21 (centres undefined)	4	83	4.7	106	10	4	1	-2	3
Cc1ccc(NC(=O)CN(C)c2ccc(S(=O)(=O)N3CCCC3)cn2)cc1	0	101	0.8	102	-1	67*	15	1	8
COc1ccc2[nH]cc(CCn3ccc(=O)c(C)c3C)c2c1	5	97	nt	102	7	1	18	4	4
COc1cccc(/C=C2\N=C(c3c(-c4ccccc4)noc3C)OC2=O)c1	-2	104	2.1	99	-2	0	0	-2	4
COc1ccc(/C=N/NC(=O)c2ccoc2C)cc1OC	3	95	-1.2	106	3	0	10	-1	1
O=P(c1ccccc1)(c1ccccc1)c1ccc(O)cc1	0	100	1.7	96	0	0	11	3	3
Cc1cc(C)n(C(=O)N(c2ccccc2)c2ccccc2)n1	-1	104	-1.0	100	1	2	7	0	2
CCOc1ccccc1OCCCC(=O)N1CCN(S(=O)(=O)c2ccc(Cl)cc2)CC1	4	89	nt	92	5	0	2	nt	5
Cc1ccc(OCC(O)CNS(=O)(=O)c2ccccc2C(=O)O)cc1 (centres undefined)	-1	109	1.8	101	3	0	-5	6	2
Cc1c(/C=C/C(=O)c2ccccc2)cnn1C	-6	103	-1.4	94	3	0	-27	-1	6
Cc1[nH]c2ccc(C(=O)NCCCN3CCCCCC3)cc2c1C	0	99	3.1	100	6	0	18	2	3
O=C(COc1ccccc1Cl)NNC(=O)C1CCCO1 (centres undefined)	-5	111	-0.3	109	7	0	-2	-2	5
CC(=O)c1ccc(S(=O)(=O)NCCC(=O)NC2CCN(Cc3ccccc3)CC2)cc1	-4	106	nt	101	nt	0	2	nt	nt
N#Cc1cccc(NC(=O)Cn2cnc(S(=O)(=O)N3CCCCC3)c2)c1	5	108	-0.1	107	-2	0	15	1	8
CCOC(=O)CN(Cc1sccc1C)C(=O)Nc1cccc(OC)c1	6	104	0.7	102	-3	0	9	-3	0
O=C(CCS(=O)(=O)c1ccccc1)Nc1nc(-c2ccccn2)cs1	-4	93	5.4	96	8	2	-10	3	5
Cc1cc(C)nc(Nc2n[nH]c(COc3ccc(Cl)cc3)n2)n1	11	106	1.1	102	-5	0	10	-3	-2
Cc1cc(=O)n2[nH]c(-c3ccc(F)cc3)cc2n1	0	103	-5.2	107	-6	2	-5	-3	-6
O=C(OCc1cc(Cl)ccc1OC(F)F)c1cncc(Br)c1	-2	96	-1.1	101	-11	1	28	2	-9
COCCCn1c(C)nnc1SCC(=O)NNC(=O)COc1ccc(Cl)cc1	2	103	3.2	110	6	2	-9	-4	3
C#CCOCCOCCOCCNc1nc(N2CCN(C(=O)[C@H](Cc3cc4ccccc4[nH]3)n3cc([C@@H](N)C(C)CC)nn3)CC2)nc(N2CCN(C(=O)[C@H](CCCCN)n3cc([C@@H](N)CC(C)C)nn3)CC2)n1 (some centres undefined)	-4	116	4.0	98	-6	0	-6	2	3
Cc1nnc2ccc(-c3cccc(NC(=O)c4ccc(Cl)nc4)c3)nn12	-1	96	-0.1	101	-3	0	-1	5	2
CC1(C)C(C#N)=C(N)OC2=C1C(=O)CCC2	0	103	-0.1	99	0	1	-10	0	2
Cc1ccnc(NS(=O)(=O)c2ccc(NC(=O)CCOc3ccccc3)cc2)n1	8	104	-2.2	109	-1	14	8	-6	-1
COc1cc(C=NNC(=O)c2ccccc2NS(=O)(=O)c2cccs2)cc(OC)c1O	5	94	nt	95	nt	5	-5	nt	nt
COc1ccc(-c2cc(C(=O)N3CCOCC3)no2)cc1	9	99	-3.3	102	4	1	-5	-3	2
CCc1nnc(NC(=O)c2ccc(COc3ccc(C)cc3)o2)s1	5	107	-1.4	100	-3	3	11	1	-2
Cc1ccc(C(=O)NCCC(=O)N2CCCC2)cc1	10	117	-1.9	109	-15	2	20	-1	-4
CC1CCCN(CCOCCOc2ccc(Br)cc2Cl)C1 (centres undefined)	5	101	-3.5	99	13	0	6	3	8
COc1ccc(CNCCC(c2ccccc2)C2CCOC(C)(C)C2)cc1 (centres undefined)	49*	96	1.4	98	0	0	3	4	3
Cc1cc(=O)[nH]c2sc(C(=O)N3c4ccccc4CC3C)c(N)c12 (centres undefined)	10	87	nt	102	nt	0	0	nt	nt
COc1ccc(NC(=O)C2CCCN(S(C)(=O)=O)C2)c(OC)c1 (centres undefined)	0	100	-0.7	101	-4	0	34	-3	3
CN(C)c1ccc(/C=C(/NC(=O)c2ccccc2)C(=O)NCCCn2ccnc2)cc1	-78	103	0.5	106	-117	0	-16	0	-75
Cc1cccc(Cn2c(Sc3nc(C)cs3)nc3c2c(=O)[nH]c(=O)n3C)c1	5	97	-0.7	100	14	0	23	6	7
CC(NC(=O)Cn1cc(C(F)(F)F)ccc1=O)c1ccc(F)cc1 (centres undefined)	2	107	1.5	109	6	1	2	3	3
Cc1cc(C)cc(OCC(=O)O/N=C(\N)c2ccccc2Cl)c1	3	97	-1.1	99	8	1	-3	0	0
